Source: PubChem BioAssay
BoNT-A LC inh2: BoNT/A light chain protease inhibitors, primary screen, biochemical, flow cytometry, MLPCN library. Botulinum neurotoxin type A light chain protease (Clostridium botulinum A str. ATCC 3502). multiplex microsphere protease substrate cleavage. inhibition, % at 10 µM. hit rate 0.17% among 360,000. AID 588499, 2011; note: plate controls were buffer without enzyme for full effect and enzyme alone for no effect
CCHF vOTU inh: CCHFV vOTU protease inhibitors, primary screen, biochemical, Pep-AMC substrate, fluorescence; Crimean-Congo hemorrhagic fever virus L polyprotein viral ovarian tumor (vOTU) protease …; inhibition, % at 11.5 µM; hit rate 0.55% among 370,000; in the data active = inhibition above about 30%; note: 0% = vehicle wells with enzyme and 100% = no enzyme wells
DUSP3 inh: VHR1 phosphatase inhibitors, primary screen, biochemical, absorbance, uHTS; Dual specificity protein phosphatase 3 (Homo sapiens), P51452; hit rate 0.52% among 290,000; inhibition, % at 13.3 µM; AID 1654, 2009; recombinant VHR phosphatase, pNPP absorbance; in the data active = inhibition above about 50%; note: some compounds called inactive have numbers as strong as hits
Target sequence (P51452 whole entry, looked up): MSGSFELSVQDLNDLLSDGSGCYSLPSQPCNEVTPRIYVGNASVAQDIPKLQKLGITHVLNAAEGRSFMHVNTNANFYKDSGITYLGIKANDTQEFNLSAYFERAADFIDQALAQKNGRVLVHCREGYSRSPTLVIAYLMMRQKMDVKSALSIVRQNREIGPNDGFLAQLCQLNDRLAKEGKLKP
Y pestis TopoI: Yersinia pestis topoisomerase I inhibitors, primary screen, biochemical, cleavage product accumulation, plate reader, single point; DNA topoisomerase I (Yersinia pestis CO92); Y. pestis Topo-I cleavage product accumulation; activity, % at 10 µM; hit rate 0.064% among 360,000; AID 504884, 2011; in the data active = activity above about 50%, passing the limit was not always enough; note: inactives centre near 2
SSB-PriA inh: inhibitors of Klebsiella pneumoniae PriA binding to SSB C-terminal tail, primary screen, biochemical, AlphaScreen. inhibition, % at 33 µM. hit rate 0.6% among 430,000. AID 1272365, 2023. PriA–SSB C-terminal tail interaction (Klebsiella pneumoniae). AlphaScreen SSBct-PriA binding, biotinylated peptide; in the data active = inhibition mostly above about 37%, no sharp cut-off; inactive = mostly below about 20%;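 note: plate controls were negative control peptide for no effect and reference peptide for full effect; strong numbers were not always called active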
BH1578 lux ind: inducers of Vibrio cholerae quorum light production without autoinducers, primary screen, BH1578 luxS cqsA deficient, single point; V. cholerae BH1578 lux reporter, luminescence, 6 h; hit rate 0.16% among 350,000; AID 588436, 2011; activation, % at 18.7 µM; in the data active = activation mostly above about 9.7%, no sharp cut-off; note: not every result past the cut was called active; inactives centre near 0; reference of the scale not given here
3CLpro inhibitor: SARS-CoV 3CLpro protease inhibitors, primary screen, biochemical, quenched FRET; Replicase polyprotein 1ab (Severe acute respiratory syndrome coronavirus), P0C6X7; inhibition, % at 6 µM; recombinant SARS-CoV 3CLpro, quenched FRET peptide cleavage; hit rate 0.14% among 290,000; AID 1706, 2009; in the data active = inhibition above about 12%
TcdB GH inh: TcdB glycohydrolase inhibitors, primary screen, biochemical, single point, plate reader | TcdB glycohydrolase enzymatic assay | hit rate 0.24% among 350,000 | inhibition, % at 9.99 µM | Toxin B (Clostridioides difficile), P18177; in the data active = inhibition above about 10%
PfHsp40 rescue: rescue of yeast from PfHsp40 toxicity, primary screen, S. cerevisiae, ATP luminescence | hit rate 0.68% among 340,000 | S. cerevisiae expressing PfHsp40, growth rescue | AID 504582, 2011 | growth rescue, % at 12.5 µM; in the data active = growth rescue above about 28%, passing the limit was not always enough;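 note: yeast W303a lacking pdr1 and pdr3 grown in galactose medium; growth measured after three days at 30 °C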
Anthrax LF prot: Bacillus anthracis LF protease inhibitors, primary screen, biochemical, multiplex microsphere, MLPCN library. hit rate 0.12% among 360,000. multiplex microsphere protease cleavage assay. Lethal factor (Bacillus anthracis), P15917. inhibition, % at 10 µM; note: plate controls were buffer without enzyme for full effect and enzyme alone for no effect
Target sequence (P15917 whole entry, looked up): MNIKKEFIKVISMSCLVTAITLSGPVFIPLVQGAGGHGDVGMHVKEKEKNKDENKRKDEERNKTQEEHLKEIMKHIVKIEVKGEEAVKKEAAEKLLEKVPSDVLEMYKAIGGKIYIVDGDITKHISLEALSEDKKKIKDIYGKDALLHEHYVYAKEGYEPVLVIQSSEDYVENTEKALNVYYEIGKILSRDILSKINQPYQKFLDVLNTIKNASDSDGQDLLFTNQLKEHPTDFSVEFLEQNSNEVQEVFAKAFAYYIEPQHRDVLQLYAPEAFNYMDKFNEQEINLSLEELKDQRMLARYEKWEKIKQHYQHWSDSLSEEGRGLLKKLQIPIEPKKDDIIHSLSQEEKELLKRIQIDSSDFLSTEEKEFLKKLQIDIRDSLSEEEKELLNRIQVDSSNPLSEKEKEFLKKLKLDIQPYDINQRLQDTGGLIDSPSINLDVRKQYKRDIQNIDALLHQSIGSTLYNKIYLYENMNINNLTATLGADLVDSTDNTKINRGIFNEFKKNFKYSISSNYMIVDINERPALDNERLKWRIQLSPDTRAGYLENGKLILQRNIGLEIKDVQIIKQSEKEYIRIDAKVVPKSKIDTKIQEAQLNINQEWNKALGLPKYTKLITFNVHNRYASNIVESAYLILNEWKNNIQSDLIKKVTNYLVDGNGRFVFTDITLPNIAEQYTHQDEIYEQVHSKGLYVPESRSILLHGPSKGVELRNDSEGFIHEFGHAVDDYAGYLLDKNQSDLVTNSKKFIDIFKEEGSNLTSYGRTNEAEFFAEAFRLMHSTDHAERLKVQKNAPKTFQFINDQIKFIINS
* marks the source's active call; other numbers are inactive results; i = inactive; / = not tested or not shown; & = joins results of further samples. Cut-off read from the data, not from the text of the source, unless noted: active = inhibition above about 30%; inconclusive = no clear call, values can overlap the other calls; inactive = below that.

The opening two records, to show the layout:
SMILES	BoNT-A LC inh2	CCHF vOTU inh	DUSP3 inh	Y pestis TopoI	SSB-PriA inh	BH1578 lux ind	3CLpro inhibitor	TcdB GH inh	PfHsp40 rescue	Anthrax LF prot
Cc1sc2ncnc(N3CCC(C(=O)NNC(=O)c4ccccc4Cl)CC3)c2c1C	-0.2	-9	53*	11	5	i	0	6.5	-0.9	-1
CC(c1nc2ccccc2c(=O)[nH]1)N(C)CCOc1ccc(Cl)cc1 (configuration not stated)	-0.4	16	13	10	-6	-0.4	-2	0.5	0.4	-6

The listing (from the top)
SMILES	BoNT-A LC inh2	CCHF vOTU inh	DUSP3 inh	Y pestis TopoI	SSB-PriA inh	BH1578 lux ind	3CLpro inhibitor	TcdB GH inh	PfHsp40 rescue	Anthrax LF prot
Cc1sc2ncnc(N3CCC(C(=O)NNC(=O)c4ccccc4Cl)CC3)c2c1C	-0.2	-9	53*	11	5	i	0	6.5	-0.9	-1
CC(c1nc2ccccc2c(=O)[nH]1)N(C)CCOc1ccc(Cl)cc1 (configuration not stated)	-0.4	16	13	10	-6	-0.4	-2	0.5	0.4	-6
COc1ccc(OC)c(C(C)NC(=O)c2ccc(Br)cc2)c1 (configuration not stated)	1.4	13	-1	0	-8	i	0	5.1	-0.1	3
CCOC(=O)N1CCN(CC(O)c2c[nH]c3ccc(OC)cc23)CC1 (configuration not stated)	1.1	-19	-9	-2	1	0.9	-3	-0.1	0.3	-12
Cc1cccc(NC(=O)C2CCCN(C(=O)NC3CCCCC3)C2)c1C (configuration not stated)	0.4	8	4	-3	-25	-16	1	/	0.3	-1
COc1ccccc1C(=O)NCCC(=O)N1CCN(c2ccccc2Cl)CC1	-0.8	11	/	22	-2	-0.8	/	-1.7	-0.6	0
CCOc1ccc(C(=O)Nc2ccc(NC(=O)c3ccco3)c(Cl)c2)cc1Cl	-0.2	8	8	-10	2	i	7	/	0.6	-1
Cc1nn(-c2ccccc2)c(N2CCCC2)c1/C=N/NC(=O)C1CC1	0.0	20	27	2	/	i	1	-2.2	2.1	1
O=C(Nc1ccccc1N1CCCCC1)C1CCN(S(=O)(=O)c2ccccc2C(F)(F)F)CC1	1.7	16	/	33	-14	-2.8	/	-2.2	-1.4	-2
CN(Cc1ccccc1)S(=O)(=O)c1ccc2c(c1)CCC(=O)N2	-1.9	-16	15	8	-6	-0.2	2	0.4	-0.6	-3
NC(=O)CC(NC(=O)Cc1ccc(Br)cc1)c1ccc(NCc2ccc(F)c(F)c2)c([N+](=O)[O-])c1 (configuration not stated)	-0.4	-5	27	8	1	-1.0	/	/	0.5	-7
CC(=O)Nc1ccc(S(=O)(=O)NC2(C(F)(F)F)NC(=O)N(CC(C)C)C2=O)cc1 (configuration not stated)	-1.6	-7	-6	3	7	-0.5	0	-0.9	0.8	-7
CSc1ccccc1C(=O)Nc1ccc2c(c1)CCC2	1.4	4	/	6	-3	-0.8	0	2.9	-0.7	18
CCOCc1cn(CC(=O)c2ccc(Cl)cc2)c(C)nc1=N	-0.3	2	27	-2	-7	i	-2	/	-0.2	-8
COc1ccccc1C(=O)Nc1ccc(NC(=O)c2ccco2)cn1	-1.4	14	20	8	-3	-0.2	-5	1.0	-1.4	4

Random excerpt: 6 records from the list.
SMILES	BoNT-A LC inh2	CCHF vOTU inh	DUSP3 inh	Y pestis TopoI	SSB-PriA inh	BH1578 lux ind	3CLpro inhibitor	TcdB GH inh	PfHsp40 rescue	Anthrax LF prot
Cc1nn(-c2ccccc2)c(N2CCCC2)c1/C=N/NC(=O)C1CC1	0.0	20	27	2	/	i	1	-2.2	2.1	1
CCOC(=O)N1CCN(CC(O)c2c[nH]c3ccc(OC)cc23)CC1 (configuration not stated)	1.1	-19	-9	-2	1	0.9	-3	-0.1	0.3	-12
CN(Cc1ccccc1)S(=O)(=O)c1ccc2c(c1)CCC(=O)N2	-1.9	-16	15	8	-6	-0.2	2	0.4	-0.6	-3
COc1ccc(OC)c(C(C)NC(=O)c2ccc(Br)cc2)c1 (configuration not stated)	1.4	13	-1	0	-8	i	0	5.1	-0.1	3
O=C(Nc1ccccc1N1CCCCC1)C1CCN(S(=O)(=O)c2ccccc2C(F)(F)F)CC1	1.7	16	/	33	-14	-2.8	/	-2.2	-1.4	-2
COc1ccccc1C(=O)Nc1ccc(NC(=O)c2ccco2)cn1	-1.4	14	20	8	-3	-0.2	-5	1.0	-1.4	4

(continued)
SMILES	BoNT-A LC inh2	CCHF vOTU inh	DUSP3 inh	Y pestis TopoI	SSB-PriA inh	BH1578 lux ind	3CLpro inhibitor	TcdB GH inh	PfHsp40 rescue	Anthrax LF prot
COc1ccccc1NC(=S)N1CC(C)(C)C1=O	-0.3	9	42	-9	-4	-0.6	-4	0.0	-1.2	6
Cc1cccc(N2CCN(S(=O)(=O)c3cc(-c4cc(C)no4)ccc3C)CC2C)c1 (configuration not stated)	-1.7	6	-17	30	-1	i	3	1.0	2.5	-2
CN(C)CCOc1ccc(/C(=C(/CCCl)c2ccccc2)c2ccccc2)cc1	-0.5	16	/	-2	29	i	/	-1.6	0.5	-4
CC(C)(C)OC(=O)NCCCCCO	-0.7	-1	/	3	-8	i	/	2.2	-0.5	-2
CC12C(=O)N(Cc3ccccc3)C(=O)C1C1C=CC2C1 (configuration not stated)	-0.4	-11	30	-7	13&-8	i	4	/	-0.5	-7
COc1cc(/C=C/C(=O)O)ccc1OS(=O)(=O)c1cc(Br)ccc1C	-0.1	16	/	9	-5	-1.2	/	0.9	-2.4	-6
CC(C)OCCCNc1ncnc2c1nc1n2CCCC1	0.0	-12	96	11	-11	0.6	-2	0.3	0.5	20
COc1ccc(S(=O)(=O)Nc2nc3ccccc3s2)cc1OC	-0.5	-3	23	0	-4	-4.2	2	1.6	-0.6	4
Cc1ccc(OCCNC(=O)CNC(=O)c2ccc(Cl)c([N+](=O)[O-])c2)cc1	0.5	9	/	19	-2	5.9	/	-0.2	0.7	-17
Cc1ccc(S(=O)(=O)N2CCC(=O)N(CCOC(=O)Nc3cc(C)cc(C)c3)CC2)cc1	0.3	10	-4	32	-24	i	-3	1.8	-0.1	-10
C=CCn1cc(C(=O)NCc2ccc(Cl)cc2)c(=O)c2cc(S(=O)(=O)N(CC)CC)ccc21	0.9	5	-20	2	-3	0.2	4	-0.1	1.3	0
CC(C)(C)Cc1c(-c2ccc(Cl)cc2)nc2c(Cl)cc(C(F)(F)F)cn12	-0.9	7	/	/	/	/	/	0.5	/	-8
COc1cccc(C2/C(=C(\O)c3ccc4c(c3)OCCO4)C(=O)C(=O)N2CC2CCCO2)c1 (configuration not stated)	-3.9	14	9	-7	/	i	-2	0.7	-0.6	0
COc1cc2c(cc1OC)CN(S(=O)(=O)c1cccc(F)c1)CC2	0.6	-8	-3	3	-20&6&-9	-0.8	0	0.3	-0.9	-2
Cc1ccc(N2C(=O)C3C4C=CC(CNC(=S)Nc5ccc(Cl)cc5)(O4)C3C2=O)cc1 (configuration not stated)	2.0	-9	7	7	15	-0.1	5	1.4	2.1	-3
COc1cc(/C=C(\C#N)c2nc3ccccc3o2)ccc1O	-0.5	33*	33	-6	-6	0.0	3	-2.3	0.8	-1
Cc1ccc(/C=C/S(=O)(=O)NCC(=O)O)cc1	0.2	-2	25	8	5	-0.4	6	1.4	0.4	0
COCCn1c(SCc2ccc(C(=O)OC)o2)nc2cc(Cl)ccc2c1=O	-0.2	2	12	15	-1	-2.0	2	/	2.1	-6
COC(=O)C1=C(NC(=O)COc2ccc3ccccc3c2)CCS1	-0.5	3	16	18	-3&5&-14	0.8	3	/	-0.2	-1
Cc1ccc(C(=O)NNS(=O)(=O)c2ccccc2[N+](=O)[O-])cc1	-0.6	7	-5	-1	-12	0.4	1	/	0.1	7
O=C(CSc1ccc(Cl)cc1)N/N=C/c1ccc([N+](=O)[O-])o1	0.8	19	-2	-1	/	i	-1	0.5	0.5	-2
Fc1cccc(F)c1CN1CCN(Cc2c(F)cccc2F)CC1	-0.1	-2	15	7	-20	-5.6	1	/	0.2	5
Cc1ccc(-c2nn3c(C)nnc3c3ccccc23)cc1S(=O)(=O)N(C)CCO	-1.0	-10	8	5	7	-0.6	-5	/	-0.8	2
CC(C)(O)C#Cc1ccc(C(=O)N2CCCC2C(=O)O)s1 (configuration not stated)	-0.8	7	-4	-1	-2	i	-1	/	-0.7	-4
O=C(Nc1ccccc1)N1CCCCC1c1cccnc1 (configuration not stated)	0.1	0	15	2	-26&-15	-5.9	0	/	0.7	-3
COc1ccc(-n2c(C)cc(/C=C3\SC(=S)N(Cc4ccco4)C3=O)c2C)cc1	19	11	-7	-5	19	-0.2	-4	/	0.0	9
Cc1cc(NC(=NC2CC2)c2ccccc2F)n(-c2ccccc2)n1	-1.4	4	16	1	-10	i	2	1.1	-0.5	-4
Cc1cc(C)n2c(C)nnc2c1	-32	17	9	-8	-8	-0.3	2	-1.4	0.7	-29
Cc1ccc(-n2c(COc3ccccc3)nnc2SCC(=O)O)cc1	0.2	6	/	5	/	i	/	-0.2	/	7
CCn1c(COc2ccc(=O)n(-c3ccccc3)n2)nnc1SCc1ccccc1	-2.1	-7	-4	24	-3	3.0	5	/	0.1	-1
CCCCN(C(=O)Cn1nnc2ccccc21)C(C(=O)NCCOC)c1ccc(OC)cc1 (configuration not stated)	0.5	-3	-5	-3	-13	1.8	7	/	0.3	0
COc1ccc(C(=O)Nc2cc(=O)n(C)c(=O)n2C)cc1	0.1	15	4	-4	-2	-0.3	4	0.5	-0.8	-2
CC1(C(=O)O)CCCN1C(=O)c1cccc(F)c1 (configuration not stated)	-0.3	0	/	-4	/	-5.0	/	1.4	/	9
N#Cc1cccnc1N1CCN(C(=O)c2cccc3c2C(=O)c2ccc(-c4ccc(F)cc4OCc4ccccc4)cc2S3(=O)=O)CC1	-0.3	-7	/	6	14	-0.2	/	-0.4	-0.7	5
O=C(C1CCN(S(=O)(=O)c2c(Cl)cccc2Cl)CC1)N1CCCCCCC1	2.3	9	/	19	-1	i	/	-4.6	0.2	-3
Cn1c(N)c(C(=O)COC(=O)c2cc(-c3ccccc3)nc3ccccc23)c(=O)n(Cc2ccccc2)c1=O	0.5	/	-4	0	-3	i	-3	/	2.4	-4
CC(=O)c1ccc(NC(=O)Nc2cccnc2)cc1	-1.7	4	11	-5	-25	-0.4	1	0.8	0.8	5
O=S(=O)(NCc1cccnc1)c1ccc(Br)c2ccccc12	1.2	-9	12	9	-13	-0.9	12	1.6	0.5	-1
Nc1ccn([C@@H]2O[C@H](C(=O)N3CCCN(Cc4ccccc4F)CC3)[C@@H](O)[C@H]2O)c(=O)n1	-0.1	-1	/	/	/	/	/	0.8	/	-6
Cc1ccc(NC(=O)c2ccc(C)c(S(=O)(=O)N3CCOCC3)c2)nc1	-0.2	-7	/	1	-6	i	/	1.5	0.3	5
Cc1csc(NC(=O)CSc2ccccc2F)n1	0.3	13	-2	25	2	-0.3	-1	2.3	-1.7	5

Some of the compounds tested; the hit share may differ from the screen's.
